Screening results from PubChem.
A-T KAP1 phos – candidate therapy for ataxia-telangiectasia. actives 0.19% (n = 320,000). AID 485349. Potency, µM (doses to about 57.5 µM), without a hit: at the highest dose activation, hits mostly activators. […] A-T fibroblasts, KAP-1 phosphorylation AlphaLISA; neocarzinostatin DNA damage 30 min before lysis; also: potency is read from the fitted curve at half-maximal effect; % of control where 0% means no effect; nearly all actives have a fitted effect of over 45% in size
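hTERT-immortalized A-T patient fibroblasts ([…]), 500 cells/well in OPTI-MEM, 1% FBS, got compounds for 60 min, then NCS for 30 min at 37C. Lysates were then assayed for phospho-KAP-1 by AlphaLISA (anti-pKAP1 donor, anti-KAP1 acceptor beads), 6 hr at 25C.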
TCR activator – activators of T cell receptors; primary human leukocytes, anti-CD3, IL-2 HTRF, 48 h; AID 504894; Potency, µM (doses to about 9.22 µM), inactives show top-dose activation of IL-2 secretion, actives largely listed as activators; 330,000 tested, under 10 active; also: % of control where 0% means no effect
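Primary human leukocytes incubated 48 hr with anti-CD3 beads plus compound, without co-stimulation. Secreted IL-2 measured by HTRF (europium cryptate/d2 anti-IL-2 pair, 320 nm excitation, 665 nm emission).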
TSG101-PTAP inh – blocks PTAP/TSG101 interaction to inhibit HIV-1 budding; Q99816; Fluorescence polarization, FITC-PTAP peptide / Tsg101 binding; Potency, µM (doses to about 115 µM), for the others: at the highest dose activity change, negative = inhibition, actives largely listed as inhibitors; 340,000 tested, under 10 active; AID 493005; active = well fitted inhibition curve with a large enough effect in the main read-out, with a control signal flat, not every such curve was filed as active; inconclusive = small, poorly fitted or top-dose-only effect, or effect the other way, or a change in a side signal; inactive = no such curve, though single readings can be large or run the other way; also: potency is read from the fitted curve at half-maximal effect; % of control where 0% means no effect
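Tsg101 binding domain (10 uM final) was mixed with compound and a FITC-labeled PTAP peptide (50 nM final) in HEPES pH 7.5 buffer with NaCl, Tween 20, EDTA and TCEP; fluorescence polarization was read after 20 min at r.t.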
MLL CXXC-DNA inh – blocks binding of human MLL CXXC domain to DNA; Q03164; MLL-CXXC / FITC-HOXA9 DNA fluorescence polarization; Potency, µM (series often up to 115 µM), inactives show at the highest dose activity change, negative = inhibition, actives largely listed as inhibitors; actives 0.037% (n = 290,000); AID 2662; active = well fitted inhibition curve with a large enough effect in the polarisation, with a control signal flat, not every such curve was filed as active; inconclusive = small, poorly fitted or top-dose-only effect, or effect the other way, or a change in a side signal; inactive = no such curve, though single readings can be large or run the other way; the % refers to the polarisation; also: potency is read from the fitted curve at half-maximal effect
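Steps: dispense CXXC domain solution (7 uM) → pin compounds or unlabeled HOX-A9 DNA control → 5 min ambient → add FLSN-HOX-A9 solution (50 nM) → spin → 30 min ambient → fluorescence polarization. Tris pH 7.5/NaCl/DTT/BSA buffer.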
MBNL1-CUG inh – inhibitors of human MBNL1 binding to CUG repeat RNA; Potency, µM (series often up to 57.5 µM), without a hit: top-dose activity change, negative = inhibition, actives largely listed as inhibitors; Q9NR56; AID 2675; TR-FRET MBNL1-His/biotin-(CUG)12 binding, 665/545 ratio; actives 0.036% (n = 280,000); active = well fitted inhibition curve with a large enough effect in the signal ratio, with a control signal flat, not every such curve was filed as active; inconclusive = small, poorly fitted or top-dose-only effect, or effect the other way, or a change in a side signal; inactive = no such curve, though single readings can be large or run the other way; the % refers to the signal ratio; also: potency is read from the fitted curve at half-maximal effect; % is scaled to controls: 0 for no effect and ±100 for the full control effect
Target sequence (Q9NR56 whole entry, looked up): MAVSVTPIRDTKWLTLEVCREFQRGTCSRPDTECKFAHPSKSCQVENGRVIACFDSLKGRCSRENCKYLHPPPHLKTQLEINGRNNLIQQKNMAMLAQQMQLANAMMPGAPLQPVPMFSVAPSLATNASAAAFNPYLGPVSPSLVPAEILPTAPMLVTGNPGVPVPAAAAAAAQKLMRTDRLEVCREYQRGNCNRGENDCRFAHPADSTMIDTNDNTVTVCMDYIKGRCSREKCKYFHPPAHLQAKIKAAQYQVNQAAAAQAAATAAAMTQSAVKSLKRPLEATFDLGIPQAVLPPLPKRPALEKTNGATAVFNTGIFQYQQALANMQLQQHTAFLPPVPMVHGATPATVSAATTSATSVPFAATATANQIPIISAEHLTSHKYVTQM
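TR-FRET between His-tagged MBNL1 and biotin-(CUG)12 RNA, detected with Tb anti-His antibody (0.055 ng/ul) and streptavidin-XL665 (5 nM), 60 min at room temperature. Compounds titrated 92 nM to 58 uM; 665/545 nm ratio normalized to buffer and complex controls.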
Menin MLL FP TR – menin-MLL binding inhibition, Texas Red mutant peptide; O00255; Menin + Texas Red MLL mutant peptide, fluorescence polarization; Potency, µM (series often up to 61.6 µM), for inactives: at the highest dose FP activity change, negative = inhibition, actives largely listed as inhibitors; actives 0.23% (n = 270,000); active = well fitted inhibition curve with a large enough effect in the polarisation, with a control signal flat, not every such curve was filed as active; inconclusive = small, poorly fitted or top-dose-only effect, or effect the other way, or a change in a side signal; inactive = no such curve, though single readings can be large or run the other way; the % refers to the polarisation; also: potency is read from the fitted curve at half-maximal effect; % of control where 0% means no effect; many of its hits are not listed in these tables
Target sequence (O00255 whole entry, looked up): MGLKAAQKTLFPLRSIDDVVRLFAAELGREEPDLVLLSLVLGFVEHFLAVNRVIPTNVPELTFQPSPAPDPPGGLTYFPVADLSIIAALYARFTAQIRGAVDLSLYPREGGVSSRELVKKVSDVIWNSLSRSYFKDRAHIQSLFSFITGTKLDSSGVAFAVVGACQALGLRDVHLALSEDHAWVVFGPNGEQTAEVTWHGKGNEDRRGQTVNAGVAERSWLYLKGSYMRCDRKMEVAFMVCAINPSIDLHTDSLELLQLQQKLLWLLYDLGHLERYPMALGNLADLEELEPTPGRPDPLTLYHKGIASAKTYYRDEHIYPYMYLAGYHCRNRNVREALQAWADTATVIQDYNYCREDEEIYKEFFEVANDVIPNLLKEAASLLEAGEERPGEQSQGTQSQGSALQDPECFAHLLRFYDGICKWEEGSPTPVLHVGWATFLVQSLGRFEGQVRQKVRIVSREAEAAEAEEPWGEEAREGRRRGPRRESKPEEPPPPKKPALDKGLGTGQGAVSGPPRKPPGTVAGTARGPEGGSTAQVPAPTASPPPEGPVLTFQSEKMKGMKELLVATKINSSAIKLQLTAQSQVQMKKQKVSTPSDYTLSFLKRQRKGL
S-ASM inh – inhibitors of human secretory acid sphingomyelinase; Potency, µM (titrated, usually from 57.5 µM), inactives show at the top dose activity change, negative = inhibition, hits mostly inhibitors; placental ASM, HMU-PC fluorogenic substrate, 60 min; actives 0.006% (n = 340,000); also: potency is read from the fitted curve at half-maximal effect
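Steps: dispense placental human ASM, pin compound, wait 10 min at room temperature, add HMU-PC0 substrate at 9 uM final, incubate 60 min at 37 °C, add stop solution raising pH to 10, read fluorescence.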
TSHR antagonist – antagonists of human thyroid stimulating hormone receptor; P16473; TSHR-expressing cells, TSH-stimulated cAMP HTRF, 2 h; stronger effect = lower value; activity change, negative = inhibition, % at 11.5 µM; actives 0.2% (n = 330,000); AID 504810;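 active = activity change below a set negative limit, meaning inhibition stronger than a set level, cut at about -70% in these data; inconclusive = activity change between two set negative limits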; also: % is scaled to controls: 0 for no effect and ±100 for the full control effect
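TSHR-expressing cells were treated with compounds, then stimulated with TSH at EC80 (4nM final) for 2 hours at 37 deg C. Cellular cAMP was measured by HTRF competition between lysate cAMP and cAMP-d2 for a cryptate-labelled anti-cAMP antibody.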
Mito fusion act – inhibitors of mitochondrial division or activators of mitochondrial fusion | S. cerevisiae fusion-defective mutant growth rescue, CellTiterGlo 48 h | Potency, µM (top dose mostly 46.1 µM), for the others: top-dose growth rescue (activation), actives largely listed as activators | actives 0.23% (n = 320,000);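 also: potency is read from the fitted curve at half-maximal effect; % of control where 0% means no effect; nearly all actives have a fitted effect of over 45% in size; temperature-sensitive fusion mutants such as fzo1-1 at 37 °C on non-fermentable ethanol glycerol medium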
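Compounds are tested for their ability to restore growth of mitochondrial fusion-defective yeast strains at non-permissive 37C in YPEG medium over 48 hours. Viability is quantified by luciferase luminescence.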
a7 integrin act – activates integrin-mediated alleviation for muscular dystrophy. alpha7betagal myoblasts, beta-gal FDG fluorescence, 48 h. Potency, µM (highest dose often 38.3 µM), for inactives: top-dose activation, usual class: activators. actives 0.064% (n = 350,000);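 also: potency is read from the fitted curve at half-maximal effect; 100% = response of the positive control SU9516; nearly all actives have a fitted effect of over 60% in size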
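alpha7betagal+/- myoblasts (passage 13, 250/well) treated 48 h at 37C with compounds at 1:260 dilution of DMSO stock. Lysed, then beta-galactosidase activity read as FDG fluorescence (ex 480/em 540) after 30 min, with pre-read for autofluorescence.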
* marks the source's active call; other numbers are inactive results; ? = inconclusive; . = no result given; [ ] = dose if it differs, or a comment. Unless noted, calls follow the shape of the dose curve; as a rule, active = well fitted curve in the direction sought with a large enough effect; inconclusive = small, poorly fitted or top-dose-only effect, or another doubt; inactive = no such curve, though single readings can be large; an effect the other way counts as inactive or inconclusive. The list is partial (hit frequency here may not be typical).

SMILES	A-T KAP1 phos	TCR activator	TSG101-PTAP inh	MLL CXXC-DNA inh	MBNL1-CUG inh	Menin MLL FP TR	S-ASM inh	TSHR antagonist	Mito fusion act	a7 integrin act
COc1ccc(C=O)cc1OS(=O)(=O)c1ccc(NC(C)=O)cc1	.	0%[46.1 µM]	-4%	-3%	.	0%	-2%	9	-6%	-17%
C=CCn1c(CCSCc2ccccc2)n[nH]c1=S	-4%	-4%	-4%	-1%	-14%	-17%	2%	-28	-3%	0%
Cc1cc(S(=O)(=O)N(Cc2ccccc2Cl)c2ccc3c(c2)CCC3)ccc1-n1cnnn1	3%	-1%[46.1 µM]	-2%	14%	3%	-2%	-2%	6	7%	-18%
CCCCN1C(=O)/C(=C2/Sc3ccc(Cl)cc3N2CC)SC1=S	-1%	.	.	-5%	10%	-9%	.	9	0%	.
Cn1c(Cc2nc3ccccc3n2C)nc2ccccc21	15%	-2%	1%	.	.	.	2%	6	-10%	18%
COc1cc(C(=O)O)nc2ccccc12	0%	0%	1%	-22%	16%	1%	-2%	-2	0%	14%
COc1ccc(-c2c(C#Cc3ccsc3)c3cc(-c4ccc5c(c4)OCO5)ccc3n2C)cc1	9%	12%	-2%	.	.	.	137%	-7	-7%	16%
COc1ccc(C(C(=O)NC(C)(C)C)N(C(=O)Cn2nnc3ccccc32)c2cccc(C(C)=O)c2)cc1O (configuration not stated)	-4%	-7%	-6%	-8%	0%	.	-1%	-1	-3%	-8%
CCN1C(=NCCCCO)N[C@@H](c2ccccc2)C(C(=O)OC)=C1C	1%	.	.	1%	-6%	1%	.	-11	-2%	.
COc1ccc(N2C(=O)[C@H]3CCC=C[C@H]3[C@@H]2c2ccccc2Br)cc1	13%	2%[46.1 µM]	3%	.	.	-7%	-6%	6	.	38%
CCn1c(SCC(=O)Nc2nc(C)cs2)nnc1-c1cccnc1	5%	.	.	-13%	5%	-5%	0%	-3	3%	-3%
CCOC(=O)c1ccc(NC(=O)CN2CCc3ccccc3C2)cc1	8%	-3%	-11%	1%	-8%	-8%	4%	2	5%	-11%
Cc1ccc(C)c(NC(=O)C(OC(=O)c2cc[n+]([O-])cc2)c2ccccc2)c1 (configuration not stated)	-6%	-3%	-2%	.	.	.	2%	5	1%	4%
CCOC(=O)N1CCN(C(=O)c2ccccc2NC(=O)c2ccccc2Cl)CC1	-2%	5%	.	5%	3%	-2%	2%	2	-1%	-5%
O=C(O)c1ccccc1S(=O)(=O)c1ccccc1CO	-3%	-4%	-6%	1%	6%	7%	4%	8	-7%	-7%
CC(C)=CC(=O)Nc1ccc2c(c1)OCO2	.	.	-7%	7%	8%	12%	1%	.	-4%	15%
CC(C)CNC(=O)NC(=O)COC(=O)c1cccc(NS(=O)(=O)c2ccc(F)c(F)c2)c1	19%	13%[46.1 µM]	2%	2%	-2%	-25%	-12%	-15	-4%	11%
CN(CC(=O)Nc1ccccc1Br)C(=O)CCC1CCCC1	17%	-2%	0%	-3%	-7%	.	8%	-1	4%	6%
COc1ccc(CCNC(=O)C2CCN(S(=O)(=O)c3cnc[nH]3)CC2)cc1OC	8%	0%	-3%	7%	-5%	13%	2%	-5	-4%	20%
NC1=C(Br)C(=O)c2ncccc2C1=O	.	2%	1%	.	.	.	-2%	.	.	-55%[inhibitor]
COc1ccc(-c2ccc(-c3noc(-c4ccccc4OC)n3)c(OC)n2)cc1	8%	-2%	-4%	34%[activator]	14%	10%	196%[activator]	-5	4%	-7%
CN=c1c([N+](=O)[O-])nn(-c2ccc3c(c2)OCCO3)n1O	11%	0%	-10%	-7%	?	-10%	-1%	21	4%	5%
Cc1cc(C)cc(NC(=O)CCc2c(C)nn(-c3ccc(N4CCCCC4)nn3)c2C)c1	3%	4%	-6%	-3%	5%	-14%	0%	3	9%	?
O=C1CCC([N+](=O)[O-])C(c2ccccc2F)N1 (configuration not stated)	-4%	0%	2%	-1%	-6%	8%	2%	-8	5%	0%
COc1cccc(C2C(C(=O)c3ccc(C)o3)=C(O)C(=O)N2CCN2CCOCC2)c1OC (configuration not stated)	-4%	0%	.	4%	10%	.	-2%	18	-7%	-24%

Pulled by compound from the entries so far:
SMILES	A-T KAP1 phos	TCR activator	TSG101-PTAP inh	MLL CXXC-DNA inh	MBNL1-CUG inh	Menin MLL FP TR	S-ASM inh	TSHR antagonist	Mito fusion act	a7 integrin act
O=C(O)c1ccccc1S(=O)(=O)c1ccccc1CO	-3%	-4%	-6%	1%	6%	7%	4%	8	-7%	-7%
CCN1C(=NCCCCO)N[C@@H](c2ccccc2)C(C(=O)OC)=C1C	1%	.	.	1%	-6%	1%	.	-11	-2%	.
Cc1cc(C)cc(NC(=O)CCc2c(C)nn(-c3ccc(N4CCCCC4)nn3)c2C)c1	3%	4%	-6%	-3%	5%	-14%	0%	3	9%	?
CN(CC(=O)Nc1ccccc1Br)C(=O)CCC1CCCC1	17%	-2%	0%	-3%	-7%	.	8%	-1	4%	6%

Back to the main list; the two compounds before the break are reprinted first.
SMILES	A-T KAP1 phos	TCR activator	TSG101-PTAP inh	MLL CXXC-DNA inh	MBNL1-CUG inh	Menin MLL FP TR	S-ASM inh	TSHR antagonist	Mito fusion act	a7 integrin act
O=C1CCC([N+](=O)[O-])C(c2ccccc2F)N1 (configuration not stated)	-4%	0%	2%	-1%	-6%	8%	2%	-8	5%	0%
COc1cccc(C2C(C(=O)c3ccc(C)o3)=C(O)C(=O)N2CCN2CCOCC2)c1OC (configuration not stated)	-4%	0%	.	4%	10%	.	-2%	18	-7%	-24%
CCOc1ccc(C(=O)Nc2ccc3c(c2)OCCO3)cc1OC	0%	1%	-7%	-5%	8%	1%	1%	-1	7%	12%
Cc1ccc(NC(=O)Cc2nc(CSc3nnc(-c4ccc5c(c4)OCO5)o3)cs2)cc1	8%	-1%	-2%	0%	11%	1%	-1%	-15	-4%	-20%
Cc1cc(NCc2ccccc2)n2ncnc2n1	1%	5%	-1%	1%	-3%	-12%	2%	-5	2%	3%
COc1ccc(OC)c(NC(=O)CN(c2ccc(C)cc2)S(=O)(=O)c2c(C)n[nH]c2C)c1	3%	-1%	3%	-1%	-6%	21%	-4%	-7	-7%	19%
Cc1cc(C)nc(SCC(=O)c2ccc(F)cc2F)n1	14%	-12%	-6%	-4%	-13%	-19%	-1%	-26	-2%	-5%
COc1ccccc1/C=C/C(=O)NCC(=O)N1CCC(N(C)C2CCCC2)CC1	7%	-3%	1%	1%	17%	22%	2%	28	-7%	-10%
Nc1cc(C(=O)O)ccc1Nc1ccc(F)c(F)c1	-1%	11%	-1%	2%	14%	?	0%	-15	7%	-5%
Cc1cccc(N(CC(=O)NC2CCCC2)C(=O)c2csnn2)c1C	-7%	1%	-4%	-7%	-7%	-2%	5%	-1	0%	3%
Cc1nn(C)cc1CNC(=O)c1cccc(Cl)c1	-1%	5%	-6%	-4%	-1%	.	3%	-1	-1%	-7%
COc1ccc(S(=O)(=O)N2CCCC(C(=O)NCc3ccccn3)C2)cc1Cl (configuration not stated)	1%	1%	1%	-1%	-8%	13%	4%	17	-2%	-11%
CC(Cc1c[nH]c2ccccc12)NC(N)=O (configuration not stated)	-1%	4%	4%	10%	-8%	-3%	-3%	10	-8%	22%
Cc1c(OCc2ccc(C(=O)O)o2)ccc2c3c(c(=O)oc12)CCC3	2%	1%	-11%	-2%	7%	10%	97%[activator]	-13	1%	-9%
c1ccc(CSc2cc3ccccc3[nH]2)cc1	.	1%	1%	.	.	.	-9%	.	.	?
CCc1ccc(-c2nc(CS(=O)CC(=O)NCCCN3CCOCC3)c(C)o2)cc1 (configuration not stated)	9%	5%	-3%	-14%	1%	.	2%	12	-3%	-6%
CC1(C)CC(=O)C2=C(C1)OC(c1cccs1)C(C#N)=C2N (configuration not stated)	4%	-3%	-1%	-5%	-5%	4%	1%	-8	-4%	13%
CC(C)N(C(=O)CSc1nnnn1C1CCCC1)C(C)C	3%	0%	2%	-11%	11%	4%	-1%	-9	5%	-5%
COC(=O)c1c(C)oc(C)c1S(=O)(=O)N1CCCC1	4%	-3%	1%	10%	.	.	2%	-6	1%	15%
